MITF primary = blocks human microphthalmia-associated transcription factor. O75030. AlphaScreen MITF homodimerization, bead proximity signal. inhibition, % at 2.6 µM. actives 0.91% (n = 650,000). AID 1259374; in the data active means inhibition above about 50%;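 further: 0% = vehicle wells with protein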
Target sequence (O75030 whole entry, looked up): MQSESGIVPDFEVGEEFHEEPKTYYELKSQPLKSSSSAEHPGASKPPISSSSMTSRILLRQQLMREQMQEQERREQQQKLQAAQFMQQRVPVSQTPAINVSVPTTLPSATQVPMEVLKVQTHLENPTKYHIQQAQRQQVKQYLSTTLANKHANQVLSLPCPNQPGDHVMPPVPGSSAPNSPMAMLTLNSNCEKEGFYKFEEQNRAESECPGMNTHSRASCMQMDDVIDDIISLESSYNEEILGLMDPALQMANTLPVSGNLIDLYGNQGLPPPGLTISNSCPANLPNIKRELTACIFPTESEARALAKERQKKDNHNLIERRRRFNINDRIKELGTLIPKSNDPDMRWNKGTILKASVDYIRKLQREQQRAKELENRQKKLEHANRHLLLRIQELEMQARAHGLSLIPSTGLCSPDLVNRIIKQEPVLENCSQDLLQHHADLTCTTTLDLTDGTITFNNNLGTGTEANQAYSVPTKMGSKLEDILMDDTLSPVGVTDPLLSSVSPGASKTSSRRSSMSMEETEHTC
FBW7 act = human FBW7 E3 ligase activation, primary screen | Q969H0 | AlphaScreen FBW7–phospho-cyclin E peptide binding, activator screen | normalized activity (activation), % at 26.1 µM | actives 0.13% (n = 650,000); in the data active means normalized activity above about 1.9%;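 further: purified mutant Fbw7 with reduced substrate affinity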
GPR151 activ = human GPR151 activation | Q8TDV0 | PathHunter beta-arrestin GPR151 cells, luminescence | activation, % at 11.2 µM | actives 1% (n = 650,000) | AID 1508602; in the data active means activation above about 4.9%;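 further: 0% = median of compound wells and 100% = cells with positive control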
Target sequence (Q8TDV0 whole entry, looked up): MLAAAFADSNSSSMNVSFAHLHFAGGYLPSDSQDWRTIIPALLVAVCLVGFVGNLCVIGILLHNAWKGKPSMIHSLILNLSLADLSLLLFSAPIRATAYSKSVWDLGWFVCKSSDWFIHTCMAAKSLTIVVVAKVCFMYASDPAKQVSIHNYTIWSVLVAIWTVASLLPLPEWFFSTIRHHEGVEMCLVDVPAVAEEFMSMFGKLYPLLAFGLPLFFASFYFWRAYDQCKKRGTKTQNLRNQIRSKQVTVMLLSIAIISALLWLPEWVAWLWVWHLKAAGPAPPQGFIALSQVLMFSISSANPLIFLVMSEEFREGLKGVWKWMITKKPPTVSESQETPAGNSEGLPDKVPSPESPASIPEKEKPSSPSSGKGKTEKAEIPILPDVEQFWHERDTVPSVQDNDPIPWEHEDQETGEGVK
TEAD-YAP inh = TEAD-YAP interaction inhibition | actives 1.4% (n = 640,000) | HEK-TIYL cells, TEAD-Gal4/YAP UAS-luciferase luminescence | inhibition, % at 9.12 µM | AID 1259422; in the data active means inhibition above about 32%;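 further: 0% = median of test compound wells and 100% = reference inhibitor wells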
* marks the source's active call; other numbers are inactive results; . = not tested or not shown; & = joins results of further samples.

The line under a structure holds: MITF primary	FBW7 act	GPR151 activ	TEAD-YAP inh
CC(=O)c1c(C)oc2ccc(NS(=O)(=O)c3cc(C)ccc3C)cc12
 : -10	0.0	0.3	5
COc1ccc(-c2nc(Nc3cc(OC)c(OC)c(OC)c3)c3ncn(-c4ccsc4)c3n2)cc1
 : 12	0.3	-1.7	3
CCC(=O)N1CCc2cc(S(=O)(=O)N(CC)CCN(C)C)ccc21
 : -11	-0.2	0.1	1
Nc1nc(Nc2ccc(N3CCOCC3)cc2)nc2nc[nH]c12
 : 8	0.1	-2.6	3
Cc1ccc(OCC(O)CN2CCC(CN3C(=O)c4cccc5cccc(c45)C3=O)CC2)c(C)c1 (configuration not stated)
 : 14	-0.1	2.7	10
Cc1ccc(OCC(=O)N/N=C/c2ccc(OC(=O)c3ccco3)cc2)cc1
 : -3	-0.1	-0.1	-4
COc1ccc(NC(=O)CN2CCC(n3nnc4ccccc43)CC2)cc1OC
 : 12	0.2	0.0	6
COCCC(=O)NC(C)c1nnc2n1CCN(Cc1ccc3c(c1)Cc1ccccc1-3)CC2 (configuration not stated)
 : 0	0.0	1.0	4
Cc1cc(C)nc(SCc2ccc(OC(C)C)cc2)n1
 : -9	0.4	2.9	-1
COC(=O)Oc1ccc(Cl)cc1Cl
 : -2	0.0	1.6	12
COc1ccc(CN2CCNC(=O)C2CC(=O)N2CCCCO2)cc1OC (configuration not stated)
 : 4	0.0	-0.6	2
Cc1ccc(Sc2ccc(C(=O)NC(C)C)cc2N)cc1
 : 6	0.3	-0.4	10
COc1cc(C(=O)Nc2ccc3c(c2)CCCN3C(=O)C(C)C)cc(OC)c1OC
 : 6	-0.1	-0.6	5
CCOC(=O)c1cc2cccc(NS(=O)(=O)c3ccccc3)c2[nH]1
 : -5	-0.2	-0.6	5
N/C(=N\OC(=O)CC1CCCCC1)c1ccc([N+](=O)[O-])cc1
 : -2	-0.1	-0.3	5
CCCS(=O)(=O)N1CCN(S(=O)(=O)c2ccc3ccccc3c2)CC1
 : -7	-0.2	0.7	-7
COc1ccc(C(=O)NC2CC(C)(C)Cc3occc32)cc1 (configuration not stated)
 : 4	-0.1	0.1	7
CCCNC(=O)CSc1nc2ccccc2nc1C
 : 9	0.1	0.0	5
CC(=O)Cc1c(C=O)c2cc([N+](=O)[O-])ccc2n1C
 : -3	-0.3	0.7	0
CCOC(=O)CSc1nc2ccc(OCC)cc2[nH]1
 : -1	0.1	0.2	-5
COC(=O)c1ccc(C2C3=C(CC(c4cccs4)CC3=O)Nc3ccccc3N2C(=O)CCC(=O)O)cc1 (configuration not stated)
 : 14	0.0	1.7	-1
CN1CCc2nc(NC(=O)COc3ccc(Cl)cc3)sc2C1
 : 0	-0.1	0.6	-4
CCOc1ccccc1NC(=O)c1cc(S(=O)(=O)N2CC(C)CC(C)C2)ccc1F (configuration not stated)
 : 1	0.0	-0.2	-8
COc1ccc(CN2CCN(Cc3ccc4c(c3)OCO4)CC2)cc1
 : 64*	-0.1	0.2	-3
O=C(/C=C/c1cccc([N+](=O)[O-])c1)Nc1cccc(O)c1
 : 9	-0.1	0.6	-4
O=C(c1ccncc1)N1CCC(Oc2ccc(Cl)cc2)CC1
 : 13	0.0	1.1	10
CCCc1cc(=O)[nH]c(SCC(=O)Nc2ccc([N+](=O)[O-])cc2)n1
 : 5	-0.1	3.4	1
COCCN(C)Cc1c(C(=O)N2CCN(C3CCCCC3)CC2)nc2ccccn12
 : 10	0.0	0.6	-2
Cc1cc(C)nc(Sc2nnc(C)c3ccccc23)n1
 : 14	0.7	0.0	8
Cc1nc(N(CCC(N)=O)CCC(N)=O)sc1C
 : 2	-0.1	1.2	-12

New compounds follow.
The line under a structure holds: MITF primary	FBW7 act	GPR151 activ	TEAD-YAP inh
FC(F)(F)c1ccc(-c2[nH]ncc2-c2ccncn2)cc1
 : 15	0.1	2.0	-1
COc1ccc(NC(=O)Cn2c(=O)n(-c3ccccc3)c(=O)c3oc4ccccc4c32)cc1
 : -2	-0.1	1.6	21
CCCOc1ccc(/C=C2/C(=O)ON=C2C)cc1OCC
 : 42	-0.1	-0.9	2
CC(=O)c1cccc(NC(=O)CN(c2ccccc2C)S(C)(=O)=O)c1
 : -2	-0.1	1.6	1
COc1ccc(CCNC(=O)CCCn2c(SCC(=O)c3ccc(Cl)cc3)nc3cc4c(cc3c2=O)OCO4)cc1OC
 : 5	0.2	-0.1	-6
CCOC(=O)/C(=C\Nc1ccc(F)c(F)c1F)[N+](=O)[O-]
 : -7	0.0	4.0	-5
C=CCNCCCOc1ccc(C(C)C)c(C)c1
 : 37	0.0	-2.5	42*
O=C1C(Cl)=C(N2CCCCCC2)C(=O)N1c1ccc(I)cc1
 : 3	0.8	1.1	13
O=C(NCCOc1ccccc1)c1ccc(-c2ccc(N3CCOCC3)nc2)s1
 : 80*	0.3	-12	-32
CCc1ccccc1NC(=O)N1c2ccccc2Sc2ccccc21
 : 0	0.1	-0.7	-2
C=CCNS(=O)(=O)c1ccc(F)c(C(=O)Nc2cc(Cl)ccc2OC)c1
 : 18	0.4	-0.7	9
O=C(CN1C(=O)/C(=C\c2ccccc2Br)Oc2ccccc21)N1CCOCC1
 : 1	0.8	1.5	-7
CNC(=O)CSc1nnc(-c2ccc(NS(=O)(=O)c3ccc(C)cc3)cc2)o1
 : 10	0.2	2.2	-1
CCOc1ccccc1C1CC(=O)NC(SCC)=C1C#N (configuration not stated)
 : 12	0.1	-0.2	7
CCN(CC(=O)Nc1ccc(NC(C)=O)cc1)CC(=O)Nc1cccc2ccccc12
 : -3	0.0	-0.6	-5
COc1ccc(-c2cncc(C(=O)NCCOc3ccccc3)c2)cc1
 : -9	0.0	-1.4	5
CC(=O)c1ccc(S(=O)(=O)NCC(c2ccccc2)N(C)C)cc1 (configuration not stated)
 : -2	0.1	0.3	0
CCOC(=O)c1cnc2c(C)c(Cl)ccc2c1Nc1ccc(O)cc1
 : 2	-0.2	-0.4	2
Cc1ccc(NC(=O)/C(C#N)=N/Nc2ccc(C(=O)O)cc2)c(C)c1
 : 8	0.1	-2.8	-1
COc1ccc(N(C(C)C(=O)Nc2ccc(Br)cc2F)S(C)(=O)=O)cc1 (configuration not stated)
 : 19	0.7	1.4	-2
COc1ccc(NC(=O)NCCNc2nc3cc(C)cc(C)c3cc2C#N)cc1
 : 5	0.0	0.0	1
CCN1CCC(N(Cc2ccc(F)cc2)C(=O)Nc2ccccc2F)CC1
 : -7	-0.2	4.6	-10
CCCCN(CC)C(=O)CSc1nc2ccccc2c(=O)n1CC1CCCO1 (configuration not stated)
 : 8	0.8	-2.0	-11
CCOC(=O)c1cccc(NC(=O)C(CC)n2c3ccccc3c3nc(=O)cc(C)n32)c1 (configuration not stated)
 : 10	0.8	-0.4	2
CN(C)NC(=O)C(NC(=O)c1ccc(N)cc1)C12CC3CC(CC(C3)C1)C2 (configuration not stated)
 : 15	0.0	-0.1	8
Cc1cccc(-n2c(CNC(=O)c3ccc(S(=O)(=O)N4CCOCC4)cc3)n[nH]c2=S)c1
 : 10	0.1	0.5	-1
O=C(Nc1nccs1)C(Cc1ccc([N+](=O)[O-])cc1)N1C(=O)c2ccccc2C1=O (configuration not stated)
 : 3	-0.1	-0.8	1
CCOc1ccc(N2CC(NS(=O)(=O)c3ccc4ccccc4c3)CC2=O)cc1 (configuration not stated)
 : 6	0.0	0.4	9
CCOC(=O)c1c(NC(=O)c2ccoc2C)sc2c1CCCC2
 : -4	0.0	-1.8	-8
Cc1cc(C)cc(N(CC(=O)Nc2ccc(Cl)cc2C)S(C)(=O)=O)c1
 : 13	0.2	1.2	8

Given with each value named: 4 of the compounds above
SMILES: O=C1C(Cl)=C(N2CCCCCC2)C(=O)N1c1ccc(I)cc1
- MITF primary = 3
- FBW7 act = 0.8
- GPR151 activ = 1.1
- TEAD-YAP inh = 13

SMILES: O=C(NCCOc1ccccc1)c1ccc(-c2ccc(N3CCOCC3)nc2)s1
- MITF primary = 80*
- FBW7 act = 0.3
- GPR151 activ = -12
- TEAD-YAP inh = -32

SMILES: CCc1ccccc1NC(=O)N1c2ccccc2Sc2ccccc21
- MITF primary = 0
- FBW7 act = 0.1
- GPR151 activ = -0.7
- TEAD-YAP inh = -2

SMILES: C=CCNS(=O)(=O)c1ccc(F)c(C(=O)Nc2cc(Cl)ccc2OC)c1
- MITF primary = 18
- FBW7 act = 0.4
- GPR151 activ = -0.7
- TEAD-YAP inh = 9

(more compounds)
The line under a structure holds: MITF primary	FBW7 act	GPR151 activ	TEAD-YAP inh
CCN=C1SC(C(=O)Nc2cccc(C)c2)CC(=O)N1CC (configuration not stated)
 : -6&8	-0.2&0.2	0.5&-0.7	5&12
O=C(Nc1c(F)cccc1F)c1cnc(N2CCN(c3ccccn3)CC2)c2ccccc12
 : 4	0.1	-0.1	29
CC(C)(C)C(=O)OCOC(=O)[C@@H]1N2C(=O)[C@@H](NC(=O)[C@H](N)c3ccccc3)[C@H]2SC1(C)C
 : -8	-0.1	0.3	.
COc1cc2nc(NC(=O)c3nc4ccccc4s3)sc2cc1OC
 : -5	-0.2	-2.2	7
NC(=O)C1CCN(C2=NS(=O)(=O)c3ccccc32)CC1
 : -1	0.0	-1.5	7
CCOc1ccccc1NC(=O)C(C)N(c1ccc(C)cc1)S(C)(=O)=O (configuration not stated)
 : 4	0.3	2.4	9
CCOC(=O)C1CCN(C(=O)c2ccc(N3CC4CC(C3)c3cccc(=O)n3C4)c(NS(=O)(=O)c3ccc(OC)cc3)c2)CC1 (configuration not stated)
 : 1	0.6	0.5	-9
COc1ccc(CN2CCc3nc(N4CCCC(C)C4)[nH]c(=O)c3C2)cc1CO (configuration not stated)
 : 13	0.0	-1.2	3
Nc1ccc(-c2nn3cnnc3s2)cc1
 : 10	-0.1	0.2	-2
COc1cccc(/C=C(/C(=O)OCC(=O)Nc2sccc2C(N)=O)c2ccccc2)c1
 : 2	0.1	0.6	2
Cc1ccc(-n2c(=O)[nH]c3c(C(N)=O)nc(C4CCCCC4)nc32)cc1
 : -6	0.0	-0.3	1
COc1ccc(C2C=C(c3ccc(OC)c(OC)c3)Nc3ncnn32)cc1 (configuration not stated)
 : -2	0.1	-0.6	-66
COC(=O)c1c(OCc2ccccc2)cc(=O)n2c1CCN(Cc1cccc(C)n1)CC2
 : -14	-0.1	0.0	-11
COc1ccc(/C(O)=C2/C(=O)C(=O)N(C)C2c2ccc(OC)cc2OC)cc1 (configuration not stated)
 : 9	0.1	0.8	11
Cc1cc(C(=O)NCCc2ccccc2)c2cc(F)ccc2n1
 : 4	-0.1	0.2	-8
O=C([C@@H](O)c1ccccc1Cl)N1CCCC(Nc2ccc3[nH]ncc3c2)C1 (some centres not stated)
 : 8	-0.6	-0.1	4
Cc1cc(C(F)F)n2nc(C(=O)Nc3ccc(C)c(F)c3)nc2n1
 : -13	0.0	0.6	-11
Cc1cc(S(=O)(=O)NC(C)C)ccc1OCC(=O)Nc1ccccc1C(F)(F)F
 : -11	0.1	-1.0	13
C#C[C@]1(O)CC[C@H]2[C@@H]3CCC4=Cc5oncc5C[C@]4(C)[C@H]3CC[C@@]21C
 : 7&-3	-0.1&0.0	1.5&2.1	-25
Cc1c(C(=O)NC/C(=C\c2ccccc2Cl)c2nc(-c3ccccc3)cs2)cccc1[N+](=O)[O-]
 : -3	-0.1	-0.5	1
Cc1c(CN2CCN(C3CCCCC3)C(CCO)C2)cnn1C (configuration not stated)
 : 10	0.0	-0.2	11
COC(=O)c1ccc(Cl)cc1NC(=O)N1CCSc2ccccc21
 : -16	0.1	0.0	-4
CCOc1cc(/C=C(\C#N)C(N)=C(C#N)C#N)ccc1OC(=O)c1cccs1
 : 7	0.0	-0.6	7
Cc1cc(C(=O)COC(=O)C2CC2)c(C)n1-c1ccc(Br)cc1
 : 12	0.0	0.8	-2
CC(=O)NC1CCN(CC(=O)Nc2c(C)cc(C)cc2C)CC1
 : 1	0.1	3.4	1
CCCc1cc(CN(C)Cc2c(C(=O)N3C[C@@H](C)O[C@@H](C)C3)nc3sccn23)[nH]n1
 : 10	0.1	1.8	7
CCCCn1c(SCc2ccc(C)cc2)nc2ccsc2c1=O
 : 1	0.3	-1.0	7
Cc1ccc(Nc2nnc(-c3ccc(C)c(S(=O)(=O)N4CCN(C)CC4)c3)c3ccccc23)c(C)c1
 : -6	0.1	0.6	-5
CCOc1ccc(CCNC(=O)C2CCN(c3nn4c(=O)cc(C)nc4s3)CC2)cc1
 : 3	1.0	-0.3	-1
N[C@@H]1CC[C@H](C(=O)Nc2ccc3[nH]ncc3c2)C1
 : 10	0.9	-1.6	1

More records follow:
The line under a structure holds: MITF primary	FBW7 act	GPR151 activ	TEAD-YAP inh
COc1cc(OC)c(/C=N/Nc2ccccn2)c(OC)c1
 : -4	-0.2	-0.2	-8
O=C(Cn1nc2c3ccccc3ncn2c1=O)NC1CCCCC1
 : -19	-0.1	-0.6	8
CCOC(=O)c1sc2ncnc(NCc3cccnc3)c2c1C
 : 6	-0.2	-0.8	3
COc1ccc(-c2nc(CCNC(=O)c3cccc4ccccc34)cs2)cc1OC
 : -15	0.0	-0.4	15
O=C(CCl)NNC(=O)COc1ccc(Cl)cc1
 : -15	0.4	0.5	1
CCOc1ccccc1C1C(C#N)=C(N)Oc2ccc3ccccc3c21 (configuration not stated)
 : -3	-0.1	2.6	-6
CCCc1[nH]n(-c2ccc(F)cc2)c(=O)c1C=NCCN1CCN(C(=S)Nc2ccc(S(N)(=O)=O)cc2)CC1
 : 1	0.1	-0.1	-5
O=C(NCc1ccsc1)c1ccccc1Cl
 : -2	0.0	-0.7	-8
COc1c(Br)cc(/C=C2/SC(N)=NC2=O)cc1Br
 : -2	0.0	1.0	0

No enrichment for hits. About 3.5% of those tested had a hit in this group.
